Screening data: PubChem BioAssay, several laboratories
ssDAF-12 act – S. stercoralis DAF-12 activation, primary screen. HEK293 ssDAF-12/GRIP1 lit1-tk-luc reporter, luminescence; % of 3 µM dafachronic acid response. activation, % at 6.8 µM. 1% of 370,000 active. AID 652126;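 active = activation above the mean over all tested compounds plus 3 SD, cut at about 0.9% in these data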;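 note: 0% = DMSO-only wells and 100% = 3 µM delta7-dafachronic acid wells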
ADAM17 inh – ADAM17 inhibition, QFRET primary screen | recombinant ADAM17, EDANS/DABCYL FRET peptide cleavage | inhibition, % at 6.95 µM | 0.83% of 370,000 active;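 active = inhibition above the mean of compounds lying between control limits plus 3 SD, set per campaign, cut at about 8.5% in these data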;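 note: 0% = DMSO-only wells as the low control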
PLC-gamma1 inh – inhibitors of human phospholipase C gamma1; 0.84% of 370,000 active; P19174; AID 720700; purified PLC-gamma1, fluorogenic substrate, fluorescence; inhibition, % at 12.2 µM; in the data active = inhibition above about 9.5%
Target sequence (P19174 whole entry, looked up): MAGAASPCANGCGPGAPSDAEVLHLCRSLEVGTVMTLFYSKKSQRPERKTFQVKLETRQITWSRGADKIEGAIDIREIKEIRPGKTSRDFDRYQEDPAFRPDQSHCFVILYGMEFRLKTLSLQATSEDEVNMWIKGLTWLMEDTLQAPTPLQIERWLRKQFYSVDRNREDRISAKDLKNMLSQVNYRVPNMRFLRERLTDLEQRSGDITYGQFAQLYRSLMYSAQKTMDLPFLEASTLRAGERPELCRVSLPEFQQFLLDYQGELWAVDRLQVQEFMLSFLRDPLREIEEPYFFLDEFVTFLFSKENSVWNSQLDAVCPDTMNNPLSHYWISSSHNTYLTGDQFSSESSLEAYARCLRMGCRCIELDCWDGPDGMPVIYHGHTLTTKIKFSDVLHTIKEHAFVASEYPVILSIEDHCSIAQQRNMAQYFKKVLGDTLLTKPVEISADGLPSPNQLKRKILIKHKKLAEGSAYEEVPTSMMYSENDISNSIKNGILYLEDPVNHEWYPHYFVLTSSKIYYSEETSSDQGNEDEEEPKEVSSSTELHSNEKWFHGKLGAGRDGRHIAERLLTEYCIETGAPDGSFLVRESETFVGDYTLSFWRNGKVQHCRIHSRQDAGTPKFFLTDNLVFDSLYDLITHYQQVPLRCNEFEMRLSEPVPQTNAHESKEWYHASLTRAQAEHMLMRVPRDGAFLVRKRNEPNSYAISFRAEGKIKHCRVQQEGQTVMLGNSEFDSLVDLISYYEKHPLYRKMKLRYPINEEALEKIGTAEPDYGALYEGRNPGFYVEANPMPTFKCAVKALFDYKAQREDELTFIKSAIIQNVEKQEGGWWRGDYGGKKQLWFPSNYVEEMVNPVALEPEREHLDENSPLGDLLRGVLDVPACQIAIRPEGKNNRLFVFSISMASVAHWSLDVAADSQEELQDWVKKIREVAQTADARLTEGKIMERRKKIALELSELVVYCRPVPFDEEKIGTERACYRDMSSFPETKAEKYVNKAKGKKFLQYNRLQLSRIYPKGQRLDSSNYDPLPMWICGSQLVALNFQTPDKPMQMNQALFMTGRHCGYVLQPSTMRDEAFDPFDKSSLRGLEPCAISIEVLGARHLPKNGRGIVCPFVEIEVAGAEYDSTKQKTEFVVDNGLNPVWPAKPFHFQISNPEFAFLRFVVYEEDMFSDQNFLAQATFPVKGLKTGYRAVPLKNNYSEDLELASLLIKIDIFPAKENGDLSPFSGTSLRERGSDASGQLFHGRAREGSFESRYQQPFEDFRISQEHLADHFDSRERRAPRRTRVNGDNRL
DAX1 inh-1 – blocks DAX1 repression of SF-1 activated StAR promoter. HEK293T StAR-luciferase reporter, SF-1/DAX-1 repression relief. inhibition, % at 6.8 µM. 1.1% of 370,000 active. AID 652010;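 active = inhibition above the mean over all tested compounds plus 3 SD, cut at about 3.6% in these data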;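 note: 0% = DAX-1 cells with DMSO and 100% = cells lacking DAX-1 with DMSO; higher inhibition means more luminescence from relief of DAX-1 repression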
MBD2 inh – blocks human MBD2 binding to methylated DNA; Q9UBB5; TR-FRET, MBD2 binding to methylated oligonucleotide; inhibition, % at 4.4 µM; 0.31% of 370,000 active; in the data active = inhibition above about 13%
hcDAF-12 act – H. contortus DAF-12 activation, primary screen; activation, % at 6.8 µM; AID 652067; HEK293 hcDAF-12 lit1-tk-luc reporter, luminescence; 0% DMSO, 100% Δ7-dafachronic acid; 1.4% of 370,000 active;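 active = activation above the mean of all tested compounds plus 3 SD, cut at about 5.5% in these data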;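 note: 100% = response to 3 µM Δ7-dafachronic acid high control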
DAX1 inh-2 – inhibitors of human orphan nuclear receptor DAX1 (NR0B1) | P51843 | HEK293 Gal4-DAX1 luciferase reporter, luminescence | inhibition, % at 6.75 µM | 0.99% of 340,000 active | AID 504766;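 active = inhibition above the mean over all tested compounds plus 3 SD, cut at about 4.2% in these data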;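 note: 0% = DAX1-transfected cells with DMSO and 100% = empty-vector control cells with DMSO; inhibition shows as a rise in luminescence from relieved DAX1 repression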
SMARCA2 act – activators of SMARCA2 function | MG213 cells, MMTV-luciferase reporter, dexamethasone, overnight | activation, % at 9.1 µM | 1% of 370,000 active | AID 652017; in the data active = activation above about 7.8%;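 note: 0% = vehicle wells and 100% = reference activator wells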
Rev-erbA mod – modulators of human Rev-erb alpha DNA binding. 0.79% of 370,000 active. AID 1259318. activity, % at 10 µM. P20393. Rev-erbα–FITC-DNA binding, fluorescence polarization, 90 min;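 active = activity above about 14%, limit read from the data; passing the limit was not always enough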;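 note: 0% = DMSO wells with 35 nM protein and 100% = DMSO wells with 750 nM protein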
hgDAF-12 ag – agonists of H. glycines DAF-12 nuclear receptor | HEK293 GAL4-hgDAF12 UAS-luciferase reporter, agonist luminescence; normalized to butyrate control | activation, % at 6.8 µM | 1.8% of 370,000 active;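 active = activation above a cutoff set at the mean of all screened compounds plus 3 SD, cut at about 10% in these data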;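 note: 0% = DMSO wells and 100% = sodium butyrate wells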
PLC-beta3 inh – inhibitors of human phospholipase C beta3; Purified PLC-beta3, fluorogenic substrate, fluorescence; inhibition, % at 12.2 µM; 0.18% of 370,000 active; AID 720704; Q01970; in the data active = inhibition above about 11%;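 note: 0% = median of compound wells on plate and 100% = full blocker control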
* marks the source's active call; other numbers are inactive results; . = not tested or not shown.

Second line of a record: ssDAF-12 act	ADAM17 inh	PLC-gamma1 inh	DAX1 inh-1	MBD2 inh	hcDAF-12 act	DAX1 inh-2	SMARCA2 act	Rev-erbA mod	hgDAF-12 ag	PLC-beta3 inh
> Cc1ccc(C2CC(=O)N3CN(Cc4ccco4)CSC3=C2C#N)cc1 (stereo unspecified)
→ -1.4	-4.2	-9.1	-1.0	0.1	-0.4	-0.3	-2.3	6.7	0.2	-10.5
> Cc1nc2ccccc2c2oc(C(=O)NCc3ccc4c(c3)OCO4)cc12
→ -1.3	0.5	0.0	-1.8	-4.1	0.2	-0.8	-5.7	-1.1	-5.2	1.1
> Cc1ccc(NC(=O)CCC(=O)NNC(=O)c2ccccc2Cl)c(C)c1
→ -1.5	-1.5	1.8	0.8	0.3	-0.6	-0.2	-1.7	-1.3	2.7	2.3
> Cc1cc(Cl)ccc1OCCCC(N)=O
→ -0.3	-1.5	5.0	0.4	-4.5	-0.2	0.0	-7.8	-1.4	1.5	4.6
> CCN(c1cccc(C)c1)S(=O)(=O)c1cc2c3c(c1)CCC(=O)N3CCC2
→ -1.5	0.5	-0.7	-2.6	-6.2	-1.5	0.3	2.6	53.1*	-2.3	2.3
> CCOC(=O)[C@]12CCCC=C1N(CCC1=CCCCC1)C(=O)[C@H](CC(=O)N1CCCC1)C2
→ -1.3	-0.4	2.0	-2.4	-0.1	-1.4	.	0.6	-0.4	-4.4	2.6
> Brc1ccc(C2=Nn3cnnc3SC2)cc1
→ -1.1	-2.8	2.6	0.2	4.8	0.0	0.9	-2.6	4.9	0.8	0.3
> COC(=O)c1sccc1NC(=O)CSc1ccccc1NS(=O)(=O)c1cc(Cl)ccc1Cl
→ -0.6	7.9	-2.0	-1.0	-2.6	1.4	-0.8	-3.9	1.9	-0.3	-3.4
> COc1ccc(CCNC(=O)C23CCC(C)(C(=O)O2)C3(C)C)cc1OC (stereo unspecified)
→ -0.9	1.3	2.1	0.1	-1.3	0.7	1.2	-1.1	-0.1	2.8	-4.7
> O=C1CN(C(=O)COC(=O)CNS(=O)(=O)c2ccccc2)c2ccccc2N1
→ -2.0	-7.3	6.1	0.4	4.5	0.6	0.5	-3.1	1.9	7.4	6.0
> Cc1cc(NS(=O)(=O)c2ccc(NC(=O)/C=C/c3c(F)cccc3Cl)cc2)no1
→ -0.7	-3.7	-2.6	2.6	1.4	0.2	-0.5	0.1	0.9	2.6	-10.9
> CCNC(=S)N1CCC(C(=O)c2ccc(Cl)cc2)CC1
→ -0.9	0.0	0.9	-0.3	1.0	-1.6	-1.1	-3.7	2.4	-0.2	-7.7
> CCN1C[C@@H]2[C@@H]3C(=O)N(Cc4ccccc4)C(=O)[C@@H]3[C@](CC)(C1=O)N2C(=O)c1ccc(C(C)(C)C)cc1
→ -1.2	-4.7	-0.9	0.3	-5.7	-0.2	0.2	-0.4	0.7	-0.2	-1.6
> CC(C(=O)NCC1CCCO1)N1C(=O)C2C3CC(C(Br)C3Br)C2C1=O (stereo unspecified)
→ -0.6	-4.4	0.7	0.3	5.4	-0.1	-0.3	-5.3	0.8	0.1	-4.7
> CCN(CC)S(=O)(=O)c1cccc(-c2nnc(SCC#N)n2Cc2ccccc2)c1
→ -0.9	-3.8	-3.8	-0.4	-2.5	-1.2	-0.2	-0.1	0.8	-1.0	-5.5
> S=C(c1ccc(N2CCCC2)c(Br)c1)N1CCCCC1
→ -1.6	0.9	7.0	0.0	-0.6	-1.0	-0.3	-2.8	3.6	2.5	-4.8
> Cc1ccc(OCC(=O)c2c(N)n(C)c(=O)n(C)c2=O)c([N+](=O)[O-])n1
→ -1.3	-2.6	-11.3	-1.3	18.6*	0.7	0.4	-1.2	-29.7	1.8	-19.4
> COc1ccc(Cl)cc1C(=O)NNC(=O)CCNC(=O)c1ccccc1
→ -1.2	-0.8	0.7	-0.5	0.8	1.8	3.1	5.0	0.7	-1.3	5.6
> COc1ccc(Cc2nc3ccccc3n2CC(=O)N/N=C/c2ccccc2)cc1OC
→ -0.9	3.3	3.0	0.2	-0.5	-2.5	-0.1	-1.8	3.1	0.2	6.1
> CN1CCCN(C(=O)C2CCC(C(=O)N3CCCN(C)CC3)CC2)CC1 (stereo unspecified)
→ -1.0	-4.2	-0.5	1.5	-1.2	-1.7	0.1	1.6	-1.3	1.1	-6.4
> O=C(CCSCc1ccc(Cl)cc1)NCc1cccs1
→ -1.6	-6.2	0.5	0.3	3.6	-0.8	1.2	-1.7	0.5	1.6	-7.4
> O=C(COc1ccccc1)N=C1SC2CS(=O)(=O)CC2N1c1ccc(F)cc1 (stereo unspecified)
→ -0.8	-1.5	0.6	0.2	-1.6	0.6	0.7	-0.7	-1.0	3.4	-6.9
> O=C(c1ccc2c(=O)n3c(nc2c1)CCCCC3)N1CCN(C(c2ccccc2)c2ccccc2)CC1
→ -2.6	3.0	8.6	-1.8	0.3	-3.4	-0.6	-3.3	1.4	-5.6	-4.2
> Cn1c(=O)[nH]c(=O)c2c1nc(SCC(N)=O)n2Cc1cccc(Br)c1
→ -0.8	1.7	3.4	-0.1	-5.5	0.4	3.6	2.3	-3.5	-2.2	-1.2
> O=C(O)C1=CCCN(CCON=C(c2ccccc2)c2ccccc2)C1
→ -1.4	-4.2	1.2	-0.6	0.9	-0.2	-0.9	-4.6	-6.7	2.0	3.1
> COc1cc(OC)cc(C(=O)Nc2cc(C)nn2-c2ccccc2)c1
→ -1.1	-1.4	1.2	-0.1	0.5	-1.5	1.8	-0.9	-1.8	-1.2	-2.9
> Cc1ccc(NC(=O)N(CCC(=O)O)Cc2ccccc2)cc1
→ -0.7	-3.4	2.9	-0.4	2.9	-0.4	-1.0	-1.5	8.3	-2.3	-3.2
> COc1cc2c(c(OC)c1OC)C(=O)CC2
→ -0.8	-2.6	4.1	-0.4	2.2	-0.6	-0.2	-0.1	-6.9	-0.1	-7.6
> CC(=O)Oc1ccc(OC(C)=O)c(SCCCCCN2CCOCC2)c1
→ -0.4	-5.9	-1.9	0.5	1.0	-1.5	0.6	2.6	1.9	-3.1	-3.3
> C=CCOc1ccc(/C(O)=C2/C(=O)C(=O)N(CCN3CCOCC3)C2c2ccc(C)cc2)cc1 (stereo unspecified)
→ -1.2	-2.9	-11.4	-0.3	0.3	0.1	0.6	-3.0	-0.6	2.3	-6.1
> Cc1ccc(NC(=O)c2ccc(S(=O)(=O)NCc3ccco3)cc2)nc1
→ -1.0	2.2	-3.9	2.6	4.3	-0.7	2.1	3.3	-1.8	4.7	-4.7
> CCN(CC)CCCn1c2c(c(SCC(=O)Nc3cc(C)on3)nc1=O)CCC2
→ -1.0	-2.8	-0.1	-0.2	2.1	0.2	0.1	-2.7	1.3	2.2	-3.9
> CCOc1ccc(NC(=O)CSc2nc3ccccc3c(=O)n2CCCC(=O)N2CCCC2)cc1
→ -2.0	0.6	3.4	-0.1	3.5	-1.7	0.3	5.5	2.2	-0.5	3.1
> Cc1[nH]nc(SCC(=O)NCC(C)C)c1[N+](=O)[O-]
→ -1.4	-5.5	1.6	0.3	3.5	-2.6	2.6	-0.8	1.1	-0.9	3.3
> Cc1c(C=O)c(C=O)c(C)n1Cc1ccccc1
→ -0.3	-7.4	4.6	-0.5	15.9*	1.2	-1.4	-4.7	-5.8	-2.7	1.1
> COc1c(F)c(F)c(C(=O)Nc2ccc(NC(=O)Cc3ccccc3)cc2)c(F)c1F
→ -1.5	-1.5	1.2	-0.4	0.7	0.8	1.6	1.7	-12.0	0.9	-0.1
> CC1=C(C(=O)N(C)C)CC(CC(=O)NCCN2CCOCC2)C(=O)N1Cc1ccc(F)cc1 (stereo unspecified)
→ -1.5	-1.2	-1.8	-0.6	6.5	-0.9	1.3	4.2	-2.3	0.5	0.4
> COc1ccc(NC(=O)c2cc(OC)c(OC)c(OC)c2)cn1
→ -1.7	-1.6	0.1	1.2	-5.8	-1.5	-0.1	-1.6	0.9	1.2	-1.4
> C#Cc1ccc([C@@H]2C=C(C(=O)NCc3ccccc3)O[C@H](OCc3ccc(CO)cc3)C2)cc1
→ -1.4	-4.0	-8.8	-0.4	1.8	-2.1	-0.8	0.1	-0.5	0.0	-16.0
> Cc1ccc(S(=O)(=O)N(C)C)cc1NC(=O)COC(=O)c1ccc2c(c1)NC(=O)CS2
→ -1.2	1.3	3.3	-0.4	-5.1	-0.3	-1.3	-2.7	-2.3	-3.2	-6.2
> CC(C)Oc1ccc(/C(O)=C2/C(=O)C(=O)N(CCN3CCNCC3)C2c2cccc([N+](=O)[O-])c2)cc1 (stereo unspecified)
→ -1.0	-3.5	0.2	0.1	0.3	-1.1	1.2	-3.7	5.8	2.8	-5.8
> CCOc1c(Br)cc(C2NC(=O)CCC2[N+](=O)[O-])cc1OC (stereo unspecified)
→ -1.2	-8.2	4.1	0.0	2.9	2.3	2.0	-4.6	0.7	0.2	-6.0
> CCOc1ccccc1C(=O)N[C@H](C(=O)OCc1csc(CC(=O)Nc2ccc(C)cc2)n1)C(C)C
→ -1.9	-4.6	-4.8	-1.4	2.4	-2.5	-1.1	1.1	-4.1	-1.6	-0.2
> Cc1ccc(Oc2nc(-c3cccnc3)nc3ccccc23)c([N+](=O)[O-])n1
→ -1.9	-8.8	-0.8	0.1	1.6	0.0	1.3	-1.8	1.1	2.0	-6.3
> COc1ccc2c(c1)CNC2CS(=O)(=O)NCc1ccc(F)cc1 (stereo unspecified)
→ 0.4	-13.8	-13.5	-0.9	-4.2	1.8	.	-3.0	3.3	2.0	-24.0
> O=C(O)c1ccc(N2C(=O)CC(SC(=Nc3ccccc3)Nc3ccccc3)C2=O)cc1 (stereo unspecified)
→ -0.6	1.8	0.5	0.0	-1.3	0.7	0.1	1.7	-6.0	2.7	1.1
